# NPY Y1 blocker: NPY-Y1 receptor antagonists, primary screen, cell-based; 200,000 compounds, 1% hits; Neuropeptide Y receptor type 1 (Homo sapiens), P25929; HEK293-CNG Y1 cells, membrane potential fluorescence; NPY at EC95, then isoproterenol; inhibition, % at 3.6 µM;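 active = inhibition above the campaign mean inhibition of all tested compounds plus 3 SD, cut at about 20% in these data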;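 note: 0% = DMSO wells given NPY plus isoproterenol and 100% = isoproterenol alone without NPY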
# Target sequence (P25929 whole entry, looked up): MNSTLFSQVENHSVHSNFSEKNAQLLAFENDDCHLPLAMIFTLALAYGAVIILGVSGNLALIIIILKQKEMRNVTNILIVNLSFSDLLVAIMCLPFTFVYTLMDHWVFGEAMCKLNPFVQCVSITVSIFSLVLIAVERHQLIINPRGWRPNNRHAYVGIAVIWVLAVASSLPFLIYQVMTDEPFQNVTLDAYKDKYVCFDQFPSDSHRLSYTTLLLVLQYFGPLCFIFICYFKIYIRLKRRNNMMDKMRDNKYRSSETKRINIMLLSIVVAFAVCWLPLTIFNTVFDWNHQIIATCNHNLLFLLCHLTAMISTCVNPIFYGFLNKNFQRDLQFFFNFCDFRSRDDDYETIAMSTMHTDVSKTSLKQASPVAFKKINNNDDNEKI
#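 Material: HEK293 cells co-expressing NPY Y1 receptor and cyclic-nucleotide gated channel. Timing: compound incubation 1 h at room temperature, readout 45 min post-stimulation. Signal: fluorescence, membrane potential probe.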
# NPY2 pot ag: NPY-Y2 potentiators or agonists, primary screen, cell-based. Neuropeptide Y receptor type 2 (Homo sapiens), P49146. cells expressing NPY-Y2, potentiator/agonist read-out. activation, % at 3.6 µM. 220,000 compounds, 0.45% hits. AID 1359, 2008; in the data active = activation above about 27%;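 note: cells stimulated with NPY near EC25 plus isoproterenol at EC100; 0% = vehicle plus submaximal agonist and 100% = vehicle plus saturating agonist; some results beyond the cut were filed as inactive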
# Runt-SMMHC FRET: inhibitors of RUNX1 Runt–CBFb-SMMHC binding, primary screen, biochemical, FRET, Cerulean-Runt, Venus-CBFb-SMMHC, uHTS; inhibition, % at 20 µM; Runt-related transcription factor 1 (Homo sapiens) + Core-binding factor subunit beta …; 220,000 compounds, 0.74% hits; AID 1434, 2008; Cerulean-Runt/Venus-CBFb-SMMHC FRET ratio 530/480, 1 h;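 active = mean inhibition across duplicate retests at 20 µM reaching about 50%, limit read from the data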;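 note: 0% = DMSO wells and 100% = wells with excess untagged CBFb-SMMHC; inhibitors lower the FRET ratio by blocking Runt binding to CBFb-SMMHC; some results filed as inactive read as strong as hits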
# Target sequence (Q01196 whole entry, looked up): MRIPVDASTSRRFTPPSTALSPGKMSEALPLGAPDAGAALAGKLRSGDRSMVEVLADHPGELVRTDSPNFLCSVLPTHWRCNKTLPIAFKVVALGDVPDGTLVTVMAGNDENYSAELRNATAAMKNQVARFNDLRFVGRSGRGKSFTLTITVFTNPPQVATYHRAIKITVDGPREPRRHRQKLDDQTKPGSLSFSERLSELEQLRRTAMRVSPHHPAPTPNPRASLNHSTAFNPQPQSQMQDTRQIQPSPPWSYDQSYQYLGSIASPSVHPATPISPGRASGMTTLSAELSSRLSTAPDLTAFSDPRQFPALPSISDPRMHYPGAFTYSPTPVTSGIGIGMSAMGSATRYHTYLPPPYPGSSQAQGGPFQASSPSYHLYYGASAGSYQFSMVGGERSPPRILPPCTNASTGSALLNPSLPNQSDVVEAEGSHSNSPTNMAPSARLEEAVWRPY
# Target sequence (Q13951 whole entry, looked up): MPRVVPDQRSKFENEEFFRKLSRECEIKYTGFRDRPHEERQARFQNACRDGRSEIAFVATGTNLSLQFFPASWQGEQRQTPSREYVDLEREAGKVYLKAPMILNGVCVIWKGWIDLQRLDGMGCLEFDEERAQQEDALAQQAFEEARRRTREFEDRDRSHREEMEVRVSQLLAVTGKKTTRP
# Mdm2 ligase inh: MDM2-luciferase reporter signal enhancers, primary screen, MDM2 E3 ligase inhibitor project, cell-based, luminescence, 1536-well; E3 ubiquitin-protein ligase Mdm2 (Homo sapiens), Q00987; cell-based MDM2 ubiquitination luciferase reporter, 2 h; 0 = plate control, 100 = twice control, blank-subtracted; signal enhancement, % at 5 µM; 210,000 compounds, 0.11% hits; AID 1230, 2008;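 active = signal enhancement of 30% or more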;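 note: luminescence tracks abundance of the self-degrading MDM2-luciferase fusion protein; higher signal means inhibition of MDM2 E3 ligase activity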
#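 test system = mammalian cells stably expressing self-ubiquitinating, self-degrading MDM2 E3–luciferase fusion | quantity = 2000 cells/well | incubation = cell settling 4 h, compound treatment 2 h, both 37 °C | signal = luminescence with SteadyLite reagent, 15 min at room temperature | evaluation = % enhancement relative to plate controls after blank subtraction | benchmarks = plate controls and plate blanks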
# Hck Nef HTS: inhibitors of Nef-activated human Hck kinase, primary screen, biochemical, Z-Lyte FRET, 384-well, Hck-YEEI; Tyrosine-protein kinase HCK (Homo sapiens), P08631; Recombinant Hck-YEEI plus Nef, Z-Lyte FRET kinase assay; inhibition, % at 20 µM; 220,000 compounds, 0.68% hits; AID 463187, 2010;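 active = Hck-Nef kinase inhibition above about 50%, limit read from the data; inactive = inhibition below that limit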;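 note: 0% = DMSO with Hck plus Nef and 100% = Hck alone without Nef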
# RBBP9 inh: human RBBP9 inhibitors, primary screen, biochemical, fluorescence polarization, FP-Rh probe, HTS | Serine hydrolase RBBP9 (Homo sapiens), O75884 | recombinant RBBP9 | inhibition, % at 7.94 µM | 220,000 compounds, 0.2% hits;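 active = inhibition above the campaign mean of all tested compounds plus 3 SD, cut at about 14% in these data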;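 note: plate controls were DMSO wells with RBBP9 for no effect and wells lacking RBBP9 protein for full effect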
#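 Test system: recombinant human RBBP9; Timing: 30 min then 45 min, 25 °C; Detection: fluorescence polarization; Control set: RBBP9 with DMSO as uninhibited control, no-protein wells as full inhibition; Compound dosing: one concentration, 7.94 µM nominal, 0.794% DMSO; Probe or stimulus: FP-Rh activity-based probe, 375 nM before mixing.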
# p97 ATPase inh: inhibitors of human p97 ATPase, primary screen, biochemical; inhibition, % at 8 µM; 220,000 compounds, 0.42% hits; recombinant p97 ATPase, Kinase-Glo ATP luminescence, 3 h; in the data active = inhibition above about 15%;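 note: 0% = DMSO vehicle and 100% = wells lacking enzyme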
# NPY-Y1 PAM-ag: NPY-Y1 receptor potentiators or agonists, primary screen, cell-based. 220,000 compounds, 0.37% hits. NPY-Y1 expressing cells, potentiator/agonist activation. activation, % at 3.6 µM. AID 1304, 2008. Neuropeptide Y receptor type 1 (Homo sapiens), P25929; in the data active = activation above about 33%, passing the limit was not always enough;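 note: cells stimulated with NPY at EC10 then isoproterenol at EC100; 0% = low agonist plus stimulus and 100% = saturating agonist plus stimulus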
# Runt-CBFb FRET: inhibitors of RUNX1 Runt–CBFb binding, primary screen, biochemical, FRET, Cerulean-Runt, Venus-CBFb, uHTS; Runt-related transcription factor 1 (Homo sapiens) + Core-binding factor subunit beta …; Cerulean-Runt/Venus-CBFb FRET ratio 530/480, 1 h; inhibition, % at 20 µM; 220,000 compounds, 0.46% hits;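 active = inhibition over about 50% at 20 µM in the single-dose screen, limit read from the data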;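 note: 0% = DMSO wells and 100% = excess unlabeled CBFb competitor control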
#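 Measured by: fluorescence energy transfer, 422 nm excitation, 530/480 nm emission; test system: Cerulean-tagged RUNX1 Runt domain (FRET donor) fusion protein; buffer or medium: Tris pH 7.5 buffer with BSA; compound: one dose, 20 µM compound, 1% DMSO; times: two 1 h room-temperature incubations shielded from light; benchmarks: unlabeled CBFb 5 µM, positive control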
# An asterisk follows results filed as active; . = no result given.
# Below each SMILES – Runt-SMMHC FRET	Runt-CBFb FRET	Mdm2 ligase inh	p97 ATPase inh	Hck Nef HTS	RBBP9 inh	NPY Y1 blocker	NPY-Y1 PAM-ag	NPY2 pot ag
CCN(CC)S(=O)(=O)c1ccc(Cl)c(NC(=O)COC(=O)c2cc(-c3ccccc3Cl)nc3ccccc23)c1
  5.3	0.3	7.8	4.2	1.2	-8.7	6.3	7.5	8.7
Cc1cccc(S(=O)(=O)Nc2nc3ccccc3nc2NCc2ccc3c(c2)OCO3)c1
  -0.4	3.5	-6.9	5.3	2.0	-7.5	1.8	18.4	8.9
CCn1c(SCC(=O)N2CCc3ccccc3C2)nc2sc(C)c(C)c2c1=O
  -4.4	-8.1	-10.1	-1.7	3.0	-6.8	-0.2	-16.8	-10.5
O=C(CCc1ccc(Oc2cc([N+](=O)[O-])cc([N+](=O)[O-])c2)cc1)N1CCCCCC1
  -3.8	0.1	1.3	-3.1	3.8	-5.2	6.8	-2.9	-16.1
CNC(=S)N1N=C(c2ccc(OC)cc2)CC1c1ccc(Cl)cc1Cl (stereo unspecified)
  -6.0	2.1	-15.0	-1.1	3.0	-12.5	7.9	-10.4	-25.3
CC1=C/C(=C\C=C(C#N)C#N)N(C)c2ccccc21
  -28.6	-16.5	-8.4	-1.2	26.6	-4.8	.	8.1	5.5
CCC1SC2=NC(C)=C(C(=O)OC)C(c3cccs3)N2C1=O (stereo unspecified)
  -4.5	0.8	-11.4	-6.6	0.8	-8.6	3.2	11.1	2.1
CCN1CCCc2cc(CN(CCN3CCOCC3)C(=S)Nc3cccc(OC)c3)ccc21
  -0.3	-3.7	-5.4	-3.1	-40.8	-3.0	1.7	-15.3	-12.1
C#CCNc1c2c(nc3ncnn13)CC(C)CC2 (stereo unspecified)
  2.2	-1.0	.	1.2	25.2	7.8	.	7.0	-27.4
COC(=O)c1cccc(NS(C)(=O)=O)c1C
  -7.9	0.1	-7.2	0.8	-1.5	-6.6	3.9	0.5	-16.6
NC(=O)c1ccccc1N/C=C1\CCCCC1=O
  2.1	0.0	-11.5	-1.3	16.8	-7.3	-0.6	-12.3	-2.9
COc1ccc(C(=O)C2C(c3ccc(-c4ccccc4[N+](=O)[O-])o3)NC(=O)NC2(O)C(F)(F)F)cc1 (stereo unspecified)
  2.5	6.4	-13.5	2.0	3.5	9.1	-2.6	3.9	-18.5
COCCCn1c(SCCc2ccccc2)nc2cc(OC)c(OC)cc2c1=N
  -11.3	-4.6	-9.5	-3.2	18.4	-2.1	6.5	-18.7	-22.4
O=c1nc(-c2ccccc2)n(-c2ccc(Cl)cc2)[nH]1
  -1.5	2.1	-5.6	4.9	-0.4	-4.6	3.6	-14.1	-14.3
CCC(=O)Nc1cccc(NC(=O)CSc2nnc(C(C)C)n2CC)c1
  -2.2	-0.4	-30.4	-0.1	-2.6	-7.1	-6.7	2.8	-0.8
Cc1cc(NC(=O)COC(=O)COc2ccc3c4c(c(=O)oc3c2)CCC4)no1
  0.2	-0.3	-20.7	4.5	24.3	-11.0	-2.2	-7.3	5.6
O=C(NNC(=O)c1ccc2c(c1)OCO2)NC12CC3CC(CC(C3)C1)C2
  0.4	0.0	-11.1	-3.0	0.8	-8.1	-2.5	-6.4	4.7
Cc1ccc(C(=O)COC(=O)CNC(=O)Cc2ccccc2)cc1[N+](=O)[O-]
  7.9	0.1	-22.8	6.7	1.5	0.3	0.2	0.5	11.1
CC(C(=O)NCc1ccc2c(c1)OCO2)N(c1ccccc1)S(C)(=O)=O (stereo unspecified)
  1.0	3.0	-22.4	7.4	-0.2	-5.0	4.9	1.4	-5.1
O=C1CCCC2=C1C1(CCCCC1)N=C(Nc1nc3ccccc3o1)N2
  -0.3	-1.4	-2.0	1.3	-22.6	-3.7	-3.2	5.5	2.1
CC(=O)c1c(C)c2c(n1CCN(C)C)CCCC2
  4.4	3.8	-15.6	2.1	1.1	-0.5	11.3	-1.2	6.2
NC(=O)c1c(N)sc(=S)n1-c1ccccc1
  2.3	-1.1	-26.5	0.0	2.9	-8.8	0.4	11.4	6.6
COc1cc(OC)c(NC(=O)Nc2ccc(OC)c(OC)c2)cc1Cl
  -1.0	1.1	10.8	-2.6	-5.4	4.1	3.6	6.1	2.8
O=c1[nH]c(CN2CCN(c3ccccc3O)CC2)nc2scc(-c3ccccc3Cl)c12
  -0.7	3.1	-9.3	-0.8	-3.4	-6.9	.	-0.1	23.2
Cc1ccc(S(=O)(=O)c2n[nH]n3c2nc(=O)c2ccccc23)cc1
  -0.5	-2.5	-15.6	7.2	2.6	-5.0	9.0	-0.6	-13.4
Cc1ccc(C(=O)CCC(=O)Nc2cccnc2)cc1C
  0.1	-0.4	-13.3	-5.9	6.3	-5.7	4.8	-17.7	-8.0
Cc1cccc(-n2nc(C)c3c2NC2=C(C(=O)CCC2)C3c2ccccn2)c1 (stereo unspecified)
  4.3	-3.3	-9.2	-9.8	-24.1	-8.3	-1.6	-3.6	5.3
Cc1ccc(NC(=O)COC(=O)CCC(=O)c2cccs2)cc1C
  3.0	0.2	-11.7	-6.9	-27.1	-7.2	-2.5	-4.0	3.1
c1ccc(-c2cn(-c3ccccc3)c3[n+]2CCS3)cc1
  58.3	0.9	-15.5	0.3	14.2	-1.4	-1.0	11.1	-10.8
CCC(=O)c1ccc(OC(=O)c2ccc(Br)o2)cc1
  .	.	.	-0.3	-0.1	-4.0	0.8	-7.9	-1.6
CC(O)/C=C/c1cccc[n+]1C (stereo unspecified)
  10.1	-5.2	-5.8	-1.8	0.2	-1.2	-4.2	-14.6	-6.7
O=c1ccc(N=Nc2ccccc2)ccc1O
  -13.3	11.4	-25.9	-0.3	1.7	18.2*	.	2.1	6.8
Cc1ccc(C)c(NC2=C(Cl)C(=O)OC2OC(C)C)c1 (stereo unspecified)
  1.9	-1.3	17.7	2.4	18.4	0.7	-0.8	-5.7	3.1
Cc1ccc(CCC(=O)Nc2ccc(S(N)(=O)=O)cc2)o1
  -0.8	1.6	3.7	6.5	-9.7	-1.1	-4.6	-3.1	3.8
CC[C@H](C)[C@H](NC(N)=O)C(=O)OCC(=O)NCc1ccc(Cl)cc1
  2.1	-0.4	6.2	3.9	18.5	-3.4	-3.1	-0.6	-2.7
Cc1ccc(S(=O)(=O)c2ccc(Oc3ccccc3)cc2)cc1
  -1.1	.	-6.5	0.1	-0.1	0.2	8.7	15.3	-3.1
COc1cc(/C=C(/C#N)c2nc3ccccc3[nH]2)ccc1OCC(=O)Nc1ccccc1C(C)C
  -93.5	-36.7	-39.6	3.5	12.4	-9.9	4.5	19.0	-2.6
C/C(Cc1nnn(-c2cc(C)on2)n1)=N\O
  -2.5	-0.9	-8.2	5.7	5.9	-6.4	.	-1.6	-3.6
CCOC(=O)N1CCN(S(=O)(=O)c2cccc3ccc(C)nc23)CC1
  -1.5	-1.2	1.1	-6.3	-0.3	-13.0	4.2	-2.6	5.8
O=C(CC1C(=O)NCCN1C(=O)Nc1ccc(C(F)(F)F)cc1)Nc1ccc(F)cc1 (stereo unspecified)
  -5.9	0.9	-1.7	0.1	10.8	-9.4	.	69.3*	40.8*
O=C(NCc1nnc(SCc2ccc(F)cc2)n1-c1ccccc1)C12CC3CC(CC(C3)C1)C2
  1.6	-3.2	-9.0	-1.6	1.2	-3.9	3.3	0.1	-5.5
CC(C)c1cc(-c2cc(-c3ccc(Cl)cc3)on2)nc(NCC2CC2)n1
  1.1	0.7	1.7	.	25.1	.	.	.	.
Cc1ccc(C)c(C(=O)CSc2n[nH]c(-c3ccncc3)n2)c1
  -112.7	-1.2	-15.1	3.3	1.4	-6.2	3.4	8.1	-16.2
Cc1ccc(-c2nnc(SCC(=O)n3c4c(c5ccccc53)CCCC4)o2)cc1
  -0.1	2.3	-14.1	3.8	-2.1	-2.4	1.0	15.7	-12.3
CC(=O)C1=C(O)C(=O)N(Cc2cccnc2)C1c1ccccc1Cl (stereo unspecified)
  2.0	0.7	-8.7	-0.7	1.5	-5.6	0.3	2.0	-6.0
O=c1c2c(-c3ccccc3)csc2ncn1/N=C/c1c2ccccc2cc2ccccc12
  -46.4	-26.7	-18.4	-0.9	15.6	5.7	2.8	-1.7	-5.0
Cc1oc(=O)c(NC(=O)c2ccccc2)cc1C(C)O (stereo unspecified)
  2.1	0.9	-12.0	1.5	20.4	-7.6	0.2	-5.3	-3.9
CC(=O)N1CCN(S(=O)(=O)c2ccc(Cl)cc2F)CC1
  3.3	-0.1	-6.5	3.7	20.6	-4.8	5.8	-0.3	7.1
O=C(O)CCCC(=O)Nc1cccc(-c2nc3ccccc3[nH]2)c1
  2.3	1.3	11.2	8.6	1.5	3.5	1.8	-16.9	-5.5
O=C1CSC(c2ccncc2)N1Cc1ccccc1 (stereo unspecified)
  1.0	0.4	-5.3	1.5	-0.9	6.5	-0.4	-7.0	1.5
O=C(O)CC1(CC(=O)Nc2ccc3c(c2)C(=O)OC3)CCCCC1
  -5.6	-1.9	-9.4	11.7	-1.0	5.0	.	24.2	-2.1
